# TTR transcr act – TTR transcription activators in neuroblastoma reporter cells, primary screen, cell-based, luminescence, SH-SY5Y, TTR promoter Gaussia luciferase. AID 1117267, 2014. 92,000 tested, 1.3% active. activation, % at 16.7 µM. 100% = recombinant luciferase protein wells;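 active means activation above the mean of all tested compounds plus 3 SD, cut at about 9.5% in these data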;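 further: cells exposed to compounds for one day before reading; 0% = median of all test compound wells on the plate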
# * = called active by the depositor; & = joins results of further samples. Some of the compounds tested; the hit share may differ from the screen's.
SMILES,TTR transcr act
N#CC1CN(C(c2ccccc2)c2ccccc2)C1,-0.7
Cc1ccc(S(=O)(=O)Nc2cccc(C(=O)NCC(c3ccco3)N3CCCC3)c2)cc1F (configuration not stated),1.8
Cc1c(C(=O)N2CCC(C)(C(=O)NS(=O)(=O)C3CC3)C2)oc2ccccc12 (configuration not stated),0.4
Cn1c(SCC(=O)Nc2ccc(N3CCOCC3)cc2)nnc1-c1ccccc1,-2.1
O=C(Nc1ccccc1C(=O)Nc1ccc2c(c1)OCO2)c1ccco1,2.4
O=C(O)c1ccc(Cn2cnc3c(=O)[nH]cnc32)cc1,0.3
COc1ccc(NC(=O)C/C(C)=N/NC(=O)C(=O)NC2CCCCC2)c(OC)c1,0.3
O=C(CCc1ccccc1-c1ccccc1CCNC(=O)c1cccc(F)c1)NCc1ccccc1,-0.4
Cc1ccc(S(=O)(=O)N(C)C)cc1NC(=O)COc1ccc(-c2nnco2)cc1,4.6
O=S(=O)(c1ccc2c(c1)OCCCO2)N1CCN(S(=O)(=O)c2c(F)cccc2F)CC1,-1.1
C=CCc1c(C)nc2c(C)cccc2c1SC(=N)N,0.4
N=c1n(CCN2CCCC2)c2ccccc2n1CC(O)c1ccc(Cl)c(Cl)c1 (configuration not stated),-2.3
O=C(COC(=O)c1ccccn1)Nc1cc(Cl)ccc1Cl,6.4
Cc1ccc(CN2CC=CS2(=O)=O)cc1,0.1
CCOc1ccc(NC(=O)C2CCN(S(=O)(=O)c3cccs3)CC2)cc1,2.2
O=C(NCc1cccs1)C1CCN(C(=O)NCc2ccccc2)CC1,-2.1
NC(=O)c1ccccc1N1CCCCC1,0.0
O=C(NC1CC2CCC(C1)N2C(=O)NC1CCCCC1)NC12CC3CC(CC(C3)C1)C2 (configuration not stated),-1.2
COc1cccc(NC(=O)Cn2nnc(C(=O)NCc3ccc4c(c3)OCO4)c2N)c1,-1.8
Nc1c(C(=O)NCc2ccccc2)c2nc3ccccc3nc2n1CCCN1CCOCC1,-1.5
Nc1nc(NCC2CCCO2)nc(Nc2ccc(Cl)cc2)c1[N+](=O)[O-] (configuration not stated),3.0
O=C(c1ccc(-c2cc(O)c3ncccc3c2)cc1)N1CCNCC1,-0.4
CCC(C)[C@H](NC(=O)Nc1ccccc1F)C(=O)OC (some centres not stated),1.3
Cc1ccc(CN(C)C(=O)c2cccc(S(=O)(=O)N3CCN(Cc4ccccc4)CC3)c2)o1,-1.3
CCCc1c(C)nc(N2CCN(c3ccccc3OC)CC2)[nH]c1=O,1.9
COc1ccc(C=NNC(=S)NC23CC4CC(CC(C4)C2)C3)cc1OC,1.4
C[C@H](CO)N1C[C@H](C)[C@@H](CN(C)C(=O)Nc2ccc(C(F)(F)F)cc2)Oc2ccc(NS(=O)(=O)c3ccccc3)cc2C1=O,3.4
Cc1cc(C)cc(N(CC(=O)N2CCOCC2)S(=O)(=O)c2ccccc2)c1,3.0
O=C(Nc1nnc(/C=C/c2ccccc2)s1)c1ccco1,0.4
O=C(COc1ccc(Cl)cc1)N/N=C/c1cccc2cccnc12,1.9
O=C(N[C@H]1CC1c1ccccc1)c1ccc([N+](=O)[O-])cc1 (some centres not stated),0.7
Cc1cc(C)n(CCCNC(=O)c2ccco2)n1,0.4
C/C(=N\NC(=O)c1csc(C)c1C)c1ccc(Cl)s1,1.2
O=C(c1ccc(F)cc1)N1CCN2C(=O)c3ccccc3C12c1ccc(Cl)cc1 (configuration not stated),-0.8
CCOC(=O)/C=C1\SCC(=O)N1CC(=O)NC(C)c1ccc(F)cc1 (configuration not stated),1.7
Cc1cc(C)n(Cc2ccccc2F)c(=O)c1C#N,0.4
COc1cccc2cc(C(=O)NC3CC4CCC3C4)oc12 (configuration not stated),-0.7
Cc1ccc2nc(-c3ccncc3)cc(-c3ccccc3)c2c1,2.0
CN(CCCn1ccc(N)nc1=O)Cc1ccco1,17*
Cc1cc(C(=O)CSc2nnc(-c3ccccc3)o2)c(C)n1CC1COc2ccccc2O1 (configuration not stated),0.1
CC(CC(=O)OCC(=O)NCc1ccc(Cl)cc1)c1ccccc1 (configuration not stated),0.8
O=C(NCCc1ccc(Cl)cc1)c1cc(=O)[nH]c2ccccc12,0.2
COc1ccc(CCNC(=O)c2[nH]c(C)c(C(C)=O)c2C)cc1,-4.1
CCCn1c2ccccc2c2nnc(SC(CC)C(=O)Nc3sc4c(c3C#N)CCCC4)nc21 (configuration not stated),-0.5
O=C(COC(=O)C1COc2ccccc2O1)Nc1cccc(Cl)c1 (configuration not stated),0.8
CC(C)(CO)CNC(=O)c1ccc2nc(Cc3cccc(Cl)c3)oc2c1,0.9
CNS(=O)(=O)c1cnccc1N1CCN(c2cccc(C)c2)CC1,0.5
CC1CCCCN1C(=O)c1ccc(C(=O)Nc2ccc(F)cc2)cc1 (configuration not stated),6.5
CCCCCCCCN1C(=O)[C@H](CC(=O)N2CCOCC2)C[C@@]2(C(=O)OC)CC(C)(C)CC=C12,-0.2
COc1ccccc1C(C#N)N1N=C(C)CC1c1ccccc1 (configuration not stated),2.5
# (listing goes on)
SMILES,TTR transcr act
CCOC(=O)c1c(NC(=O)C2CCN(S(=O)(=O)c3ccc(Cl)cc3)CC2)sc2c1CCCC2,-0.4
CCn1cc(CN2CCC(C(=O)Nc3ccc(Oc4ccccc4)nc3)CC2)cn1,-0.7
CCCSc1nnc(-c2cccc(S(=O)(=O)N(C)C)c2)n1-c1cc(OC)ccc1OC,-0.7
COc1ccc(-c2nc(C#N)c(NCc3ccccc3Cl)o2)cc1OC,-0.6
Fc1ccc(NC(=S)N2CCn3cccc3C2c2cccnc2)cc1 (configuration not stated),0.0
Cc1nccn1Cc1cccc2ccccc12,2.2
N/C(=N\OC(=O)c1ccc2c(c1)OCO2)c1ccc(Cl)cc1,-2.5
Cc1nc(NC(=O)COC(=O)C2=NNC(=O)CC2)c(Cl)cc1Cl,1.7
Cc1onc(NC(=O)CSCC(=O)O)c1Br,-1.9
CC(Sc1nc(-c2ccccc2)cc(C(F)(F)F)n1)C(=O)N1CCOCC1 (configuration not stated),0.8
COCCNC(=O)C(c1ccco1)N(C(=O)Cn1nnc2ccccc21)c1cc(C)ccc1C (configuration not stated),2.2
Cn1c2ccccc2c2nnc(NN)nc21,0.0
CCN1CCN(c2nc3ccccc3nc2NS(=O)(=O)c2ccc(NC(C)=O)cc2)CC1,12*
CCCc1nnc(SCC(=O)Nc2ccccc2F)o1,1.2
Cc1c(C(c2cc(O)ccc2Cl)c2c(C)n(C)n(-c3ccccc3)c2=O)c(=O)n(-c2ccccc2)n1C,1.1
Cc1csc2nc(CN3CCN(CC(=O)N(C)C)CC3)cc(=O)n12,0.3
COC(=O)C1C(c2ccc(Br)cc2)Nc2nnc(C(F)(F)F)n2C1(C)O (configuration not stated),0.5
CCOC(=O)c1oc2nc3c(cc2c1N)CCCC3,-1.1
Cc1cc(Nc2ccccc2)c2c([N+](=O)[O-])c(C)cc(C)c2n1,2.0
CCN1C(=O)C(=O)N(CC(=O)NC(C)CCc2ccccc2)C1=O (configuration not stated),1.6
Cc1ccc(/C=N/NC(=O)CSc2nc3ccccc3n2C)s1,0.4
O=C1c2ccccc2CN1CCNC(=S)NC1CCCCC1,-0.3
OCCCn1c(-c2ccccc2)n[nH]c1=S,0.9
Cc1ccc(N2C(=O)c3cccc([N+](=O)[O-])c3C2=O)cc1C,-0.8
COCCOC(=O)C1=C(C)N(Cc2ccccc2)C(=O)NC1c1cccc(OC)c1OC (configuration not stated),0.7
COC(=O)[C@H](Cc1ccccc1)NC(=O)[C@@H]1C[C@H]1[C@@H](NC(=O)OCc1ccccc1)c1ccccc1,2.9
CCN(CC)CCCN1C=C2C(=O)C(C)(OC(=O)CCC(=O)OC)C(=O)C=C2C=C1C1CC1 (configuration not stated),1.7
COc1ccc(C2=Nc3ccccc3NC(=O)C2N(CCCn2ccnc2)C(=O)c2cccc(S(C)(=O)=O)c2)cc1 (configuration not stated),-0.3
CCc1ccc(C(C)NC(=O)c2cccs2)cc1 (configuration not stated),2.8
CSc1cccc(NC(=O)c2nnn(CC(=O)Nc3cc(C)cc(C)c3)c2N)c1,-1.0
COc1ccc(N2CC(C(=O)OCC(=O)c3ccc(C)cc3)CC2=O)cc1 (configuration not stated),1.4
CCC(C)(C)NC(=O)CN(Cc1ccc(F)cc1)C(=O)CCC(=O)Nc1ccccn1,0.2
COc1cccc(-c2nnc(NC(C)=O)o2)c1,-1.1
CCOC(=O)/C(=C\C=C1/Sc2ccccc2N1CC)C(C)=O,-0.2
Cn1c(=O)c2c(nc(N/N=C/c3cccs3)n2C)n(C)c1=O,0.3
O=C(Nc1cccc(C(F)(F)F)c1)C1CCCCC1,2.2
COc1ccc(NS(=O)(=O)c2cccc(C(=O)NNC(=O)CNC(=O)c3cccc(C)c3)c2)cc1,0.8
CCc1ccc2c(c1)NC(=O)C2(C)Cc1ccc(Cl)cc1 (configuration not stated),0.2
COC(=O)C1=C(C)NC(C)=C(C(=O)OC)C1C(=O)OCCN1C(=O)c2ccccc2C1=O,0.0&-0.5
O=c1[nH]c(CO)nc2c1oc1ccccc12,8.8
CC1=C(C(=O)OC2CCCC2)C(c2ccc(C)o2)C2=C(CC(c3cccs3)CC2=O)N1 (configuration not stated),-2.0
CC(C)Cn1c(-c2ccco2)nc2c(c(=O)c3ccccc3n2C)c1=O,-1.7
COC(=O)c1ccc(NC(=S)NC(=O)C2CCC2)cc1,0.0
COC(=O)c1ccc(OC(=O)CN2C(=O)c3ccccc3C2=O)cc1,-0.2
C/C=C/c1ccc(OCCCn2cncn2)c(OC)c1,3.7
Cc1ccc(OCc2cc(C(=O)NCC(C)(C)N3CCOCC3)no2)cc1C,-2.1
O=C(O)c1cc(S(=O)(=O)N2CCCC2)ccc1Br,-1.4
COc1ccc(/C=C(/NC(=O)c2ccccc2)C(=O)N2CCCC2)cc1,-1.1
COc1ccc(N2C(=O)c3cccc4cccc(c34)C2=O)nn1,-0.1
Cc1n[nH]c(=S)n1/N=C/c1ccc(-c2ccc(Cl)cc2)o1,1.8
# Other entries follow.
SMILES,TTR transcr act
CC(=O)c1ccc(N2CCN(C(=O)C(=O)c3c(C)[nH]c4ccccc34)CC2)cc1,2.5
Cc1cc2cc(CN(Cc3cccs3)S(=O)(=O)c3ccc4c(c3)OCCO4)c(=O)[nH]c2cc1C,0.1
CC(=O)c1ccc(N/C=C/C(=O)c2ccc(Br)cc2)cc1,1.5
CCCC1CCC2(CCCN2CCOC(=S)Nc2ccccc2OC)CC1 (configuration not stated),-0.9
COc1cccc(OCc2nnc(SCC(=O)OC3CCCCC3)n2C)c1,0.8
Cn1c(SCc2cccc(F)c2)nnc1-c1cnccn1,4.0
O=C(COc1ccc(-n2cnnn2)cc1)Nc1ccc(F)c(F)c1F,-0.6
CCC(C)Nc1nc2c(c(=O)[nH]c(=O)n2C)n1CCCc1ccccc1 (configuration not stated),1.1
CN(c1ccccc1N(C)S(=O)(=O)c1ccccc1)S(=O)(=O)c1ccccc1,1.3
COc1ccc(OS(=O)(=O)c2c(C)noc2C)cc1,0.1
COc1ccc(CN2C3CCC2CC(NC(=O)c2cc(OC)c(OC)c(OC)c2)C3)cc1 (configuration not stated),0.3
Cc1cc(OC(=O)c2ccc(S(=O)(=O)N(C)C)cc2)c([N+](=O)[O-])c(=O)[nH]1,0.9
Cc1nc(Sc2nnnn2-c2ccccc2)c(C#N)c(C)c1C,5.2
COc1cc(NC(=O)CCc2c(C)noc2C)c(C(=O)O)cc1OC,-1.8
NC(=NC(=O)/C=C/c1ccccc1Br)N(CC#Cc1ccccc1)CC#Cc1ccccc1,-1.1
COc1ccccc1C(=O)NC(CCSC)C(=O)NNC(=O)C(C)Oc1ccccc1F (configuration not stated),0.1
O=[N+]([O-])c1ccccc1/C=N/NC1=NCCCCC1,-2.6
O=C(Nc1cccc(C(F)(F)F)c1)c1ccc(-c2ccc(F)c(F)c2)c2ccoc12,0.2
O=C(Nc1ccc(OC(F)F)c(Cl)c1)C(c1ccccc1)c1ccccc1,-1.8
O=C(NCC(c1cccs1)N1CCOCC1)c1ccccc1NS(=O)(=O)c1ccc(Cl)c([N+](=O)[O-])c1 (configuration not stated),0.1

# An excerpt from above in order of formula weight, falling:
SMILES,TTR transcr act
O=C(NCC(c1cccs1)N1CCOCC1)c1ccccc1NS(=O)(=O)c1ccc(Cl)c([N+](=O)[O-])c1 (configuration not stated),0.1
Cc1cc2cc(CN(Cc3cccs3)S(=O)(=O)c3ccc4c(c3)OCCO4)c(=O)[nH]c2cc1C,0.1
NC(=NC(=O)/C=C/c1ccccc1Br)N(CC#Cc1ccccc1)CC#Cc1ccccc1,-1.1
COc1ccccc1C(=O)NC(CCSC)C(=O)NNC(=O)C(C)Oc1ccccc1F (configuration not stated),0.1
COc1ccc(CN2C3CCC2CC(NC(=O)c2cc(OC)c(OC)c(OC)c2)C3)cc1 (configuration not stated),0.3
CN(c1ccccc1N(C)S(=O)(=O)c1ccccc1)S(=O)(=O)c1ccccc1,1.3
CCCC1CCC2(CCCN2CCOC(=S)Nc2ccccc2OC)CC1 (configuration not stated),-0.9
CC(=O)c1ccc(N2CCN(C(=O)C(=O)c3c(C)[nH]c4ccccc34)CC2)cc1,2.5
O=C(Nc1ccc(OC(F)F)c(Cl)c1)C(c1ccccc1)c1ccccc1,-1.8
Cc1ccc(OCc2cc(C(=O)NCC(C)(C)N3CCOCC3)no2)cc1C,-2.1
Cc1cc(OC(=O)c2ccc(S(=O)(=O)N(C)C)cc2)c([N+](=O)[O-])c(=O)[nH]1,0.9
CCC(C)Nc1nc2c(c(=O)[nH]c(=O)n2C)n1CCCc1ccccc1 (configuration not stated),1.1
COc1ccc(/C=C(/NC(=O)c2ccccc2)C(=O)N2CCCC2)cc1,-1.1
O=C(COc1ccc(-n2cnnn2)cc1)Nc1ccc(F)c(F)c1F,-0.6
COc1cc(NC(=O)CCc2c(C)noc2C)c(C(=O)O)cc1OC,-1.8
O=C(O)c1cc(S(=O)(=O)N2CCCC2)ccc1Br,-1.4
Cc1nc(Sc2nnnn2-c2ccccc2)c(C#N)c(C)c1C,5.2
Cc1n[nH]c(=S)n1/N=C/c1ccc(-c2ccc(Cl)cc2)o1,1.8
COc1ccc(N2C(=O)c3cccc4cccc(c34)C2=O)nn1,-0.1
Cn1c(SCc2cccc(F)c2)nnc1-c1cnccn1,4.0
COc1ccc(OS(=O)(=O)c2c(C)noc2C)cc1,0.1
O=[N+]([O-])c1ccccc1/C=N/NC1=NCCCCC1,-2.6

# Compound activity as filed in PubChem.
